# PTAP TSG101 blk: qHTS Assay for Iinhibitors of HIV-1 Budding by Blocking the Interaction of PTAP/TSG101; Fluorescence polarization, FITC-PTAP peptide / Tsg101 binding; Tumor susceptibility gene 101 protein (Homo sapiens), Q99816; 340,000 tested, under 10 active; Potency, µM (titrated, usually from 115 µM), for the others: top-dose activity change, negative = inhibition, actives largely listed as inhibitors; active means well fitted inhibition curve with a large enough effect in the main read-out, with a control signal flat, not every such curve was filed as active; inconclusive means small, poorly fitted or top-dose-only effect, or effect the other way, or a change in a side signal; inactive means no such curve, though single readings can be large or run the other way; further: potency means the concentration at half of the fitted maximal effect; % of control where 0% means no effect
# Target sequence (Q99816 whole entry, looked up): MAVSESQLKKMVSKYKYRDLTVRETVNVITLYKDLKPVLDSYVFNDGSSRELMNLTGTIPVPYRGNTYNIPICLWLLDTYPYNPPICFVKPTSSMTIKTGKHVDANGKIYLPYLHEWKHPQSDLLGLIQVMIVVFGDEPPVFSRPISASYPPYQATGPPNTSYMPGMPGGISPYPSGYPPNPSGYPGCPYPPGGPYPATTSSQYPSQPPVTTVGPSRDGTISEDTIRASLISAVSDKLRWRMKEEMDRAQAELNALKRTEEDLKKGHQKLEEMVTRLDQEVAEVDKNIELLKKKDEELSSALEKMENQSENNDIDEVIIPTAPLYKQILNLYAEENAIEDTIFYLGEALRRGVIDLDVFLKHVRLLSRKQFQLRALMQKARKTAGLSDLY
#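 Fluorescence anisotropy tracks displacement of a FITC-tagged PTAP peptide (50 nM) from the Tsg101 binding domain (10 uM), following a 20 min room-temperature incubation at pH 7.5.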
# ELG1 repair inh: qHTS screen for small molecules that inhibit ELG1-dependent DNA repair in human embryonic kidney (HEK293T) cells expressing luciferase-tagged ELG1; HEK293T ELG1-luciferase reporter, luminescence, 16 h; DNA damage induced by 5-fluorouridine; Potency, µM (series often up to 46.1 µM), inactives show at the highest dose activity change, negative = inhibition, most hits filed as inhibitors; actives 2.3% (n = 330,000); AID 504467, 2011; further: potency means the concentration at half of the fitted maximal effect; on the % scale 0 is the no-effect control and ±100 the full control effect; nearly all actives have a fitted effect of over 55% in size
#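 5-Fluorouridine DNA damage + compound/DMSO, 2,000 cells/well, 16 h, 37 °C/5% CO2. ONE-Glo, 30 min RT, luminescence. Readout = decrease in reporter signal.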
# A-T KAP1 phos: qHTS Assay for Identifying a Potential Treatment of Ataxia-Telangiectasia | Potency, µM (doses to about 57.5 µM), for inactives: top-dose activation, actives largely listed as activators | […] A-T fibroblasts, KAP-1 phosphorylation AlphaLISA; neocarzinostatin DNA damage 30 min before lysis | actives 0.19% (n = 320,000) | AID 485349, 2010; further: potency means the concentration at half of the fitted maximal effect; % of control where 0% means no effect; nearly all actives have a fitted effect of over 45% in size
#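 ATM-like activity read as KAP-1 phosphorylation via AlphaLISA donor/acceptor antibody pairs after lysis and 6 hr at 25C. Cells were ATM-null patient fibroblasts ([…], hTERT), dosed 60 min, then exposed to the DSB inducer NCS for 30 min.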
# Tb PFK inh: qHTS Assay to Find Inhibitors of T. brucei phosphofructokinase. T. brucei PFK, ADP-Glo luminescence. Potency, µM (series often up to 57.5 µM), for the others: top-dose activity, negative = inhibition, hits mostly inhibitors. actives 0.17% (n = 330,000). AID 485367, 2010;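 further: potency means the concentration at half of the fitted maximal effect; 0% = uninhibited 1x PFK enzyme wells and -100% = no-enzyme wells; nearly all actives have a fitted effect of over 60% in size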
#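 1.25 nM PFK with 0.5 mM F6P and 0.1 mM ATP in 0.1 M TEA pH 8.0, 5 mM MgCl2, incubated 45 min at room temperature; ADP measured by ADP-Glo luminescence; compounds titrated up to 57 uM.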
# Eya2 phos inh: qHTS Assay for Inhibitors of the Phosphatase Activity of Eya2; Protein phosphatase EYA2 (Homo sapiens), O00167; recombinant Eya2, OMFP fluorescence dephosphorylation (OMFP is methylfluorescein phosphate); Potency, µM (titrated, usually from 76.9 µM), for the others: top-dose activity, negative = inhibition, actives largely listed as inhibitors; actives 0.006% (n = 330,000); AID 488837, 2010; further: potency means the concentration at half of the fitted maximal effect; on the % scale 0 is the no-effect control and ±100 the full control effect
# Target sequence (O00167 whole entry, looked up): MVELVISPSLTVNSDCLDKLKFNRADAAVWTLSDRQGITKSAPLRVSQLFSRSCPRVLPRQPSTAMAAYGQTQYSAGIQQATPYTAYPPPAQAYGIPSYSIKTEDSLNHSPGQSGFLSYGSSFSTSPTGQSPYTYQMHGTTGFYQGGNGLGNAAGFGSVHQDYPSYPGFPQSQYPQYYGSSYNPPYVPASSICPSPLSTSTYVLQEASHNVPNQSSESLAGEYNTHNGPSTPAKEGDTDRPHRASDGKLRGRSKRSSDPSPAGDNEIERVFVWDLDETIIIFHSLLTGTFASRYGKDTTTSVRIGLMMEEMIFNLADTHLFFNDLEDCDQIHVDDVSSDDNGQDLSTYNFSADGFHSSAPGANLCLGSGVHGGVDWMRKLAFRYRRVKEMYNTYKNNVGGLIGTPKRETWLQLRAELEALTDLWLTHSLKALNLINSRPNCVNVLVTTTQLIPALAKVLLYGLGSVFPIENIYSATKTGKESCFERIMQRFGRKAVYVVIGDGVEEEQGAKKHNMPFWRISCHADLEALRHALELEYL
#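 Eya2 protein (added as 0.2 uM solution) was preincubated with compound for 10 min at ambient temperature in 50 mM HEPES pH 7.5, 50 mM NaCl, 5 uM MgCl2, 0.05% BSA, 1 mM DTT. OMFP (added at 50 uM) then reacted 10 min; fluorescence read at 485/525 nm.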
# Integrin act MD: qHTS for Activators of Integrin-Mediated Alleviation for Muscular Dystrophy; alpha7betagal myoblasts, beta-gal FDG fluorescence, 48 h; Potency, µM (series often up to 38.3 µM), for the others: top-dose activation, actives largely listed as activators; actives 0.064% (n = 350,000); AID 624291, 2012;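 further: potency means the concentration at half of the fitted maximal effect; 100% = response of the positive control SU9516; nearly all actives have a fitted effect of over 60% in size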
#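 Alpha7betagal+/- myoblasts (passage 13) were plated 16-24 hr, then exposed to compounds (1:260 dilution of DMSO stock) for 48 hours at 37C. After MPER lysis, β-galactosidase reporter activity was read as FDG fluorescence (ex 480/em 540) after 30 minutes.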
# ASM inhibitor: Inhibitors of Secretory Acid Sphingomyelinase (S-ASM): qHTS; Potency, µM (doses to about 57.5 µM), for the others: top-dose activity change, negative = inhibition, usual class: inhibitors; placental ASM, HMU-PC fluorogenic substrate, 60 min; actives 0.006% (n = 340,000); Sphingomyelin phosphodiesterase (Homo sapiens), P17405; AID 504937, 2011; further: potency means the concentration at half of the fitted maximal effect
#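 HMU-PC0 cleavage (9 uM final) by human placental ASM, 60 min at 37 °C following 10 min compound exposure at RT; stopped at pH 10, fluorescence Ex 386/Em 447 nm.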
# TSHR antag: Antagonists of the Thyroid Stimulating Hormone Receptor: HTS campaign; Thyrotropin receptor (Homo sapiens), P16473; AID 504810, 2011; TSHR-expressing cells, TSH-stimulated cAMP HTRF, 2 h; hits give low values; actives 0.2% (n = 330,000); activity change, negative = inhibition, % at 11.5 µM;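 active means activity change below a set negative limit, meaning inhibition stronger than a set level, cut at about -70% in these data; inconclusive means activity change between two set negative limits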; further: on the % scale 0 is the no-effect control and ±100 the full control effect
#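 Antagonism was scored as loss of TSH-driven cAMP in TSHR cells, stimulated with 4nM TSH (EC80) for 2 hours at 37 deg C and detected by homogeneous HTRF competition immunoassay.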
# Mito fusion act: qHTS Assay for Small Molecule Inhibitors of Mitochondrial Division or Activators of Mitochondrial Fusion; S. cerevisiae fusion-defective mutant growth rescue, CellTiterGlo 48 h; Potency, µM (highest dose often 46.1 µM), inactives show at the highest dose growth rescue (activation), hits mostly activators; actives 0.23% (n = 320,000); AID 485298, 2010;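 further: potency means the concentration at half of the fitted maximal effect; % of control where 0% means no effect; nearly all actives have a fitted effect of over 45% in size; temperature-sensitive fusion mutants such as fzo1-1 at 37 °C on non-fermentable ethanol glycerol medium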
#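 Compounds are tested for their ability to restore growth of mitochondrial fusion-defective yeast strains at non-permissive 37C in YPEG medium over 48 hours. Viability is quantified by luciferase luminescence.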
# TCR activator: Activators of T cell receptors: qHTS campaign; 330,000 tested, under 10 active; Potency, µM (titrated, usually from 9.22 µM), for the others: at the highest dose activation of IL-2 secretion, most hits filed as activators; AID 504894, 2011; primary human leukocytes, anti-CD3, IL-2 HTRF, 48 h; further: % of control where 0% means no effect
#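 TCR engagement came from a-CD3 beads alone, with compounds added to primary human leukocytes for 48 hr. Secreted IL-2 bridged europium cryptate- and d2-labelled anti-IL-2 antibodies, giving FRET emission at 665nm after 320nm excitation.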
# Chronic BCR inh: qHTS Assay to Find Inhibitors of Chronic Active B-Cell Receptor Signaling; ABC-DLBCL IkBa-CBG/CBR reporter, luminescence ratio, 4 h; AID 493014, 2011; actives 0.05% (n = 340,000); Potency, µM (top dose mostly 46.1 µM), for the others: at the top dose ratio change, negative = lower green/red ratio, usual class: inhibitors; active means well fitted inhibition curve with a large enough effect in the signal ratio, with a control signal flat, not every such curve was filed as active; inconclusive means small, poorly fitted or top-dose-only effect, or effect the other way, or a change in a side signal; the % refers to the signal ratio;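 further: potency means the concentration at half of the fitted maximal effect; plate controls were basal doxycycline-induced cells for no effect and cells given 10 µM MG132 for full effect; MG132 reads +100%, hits lower the ratio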
#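 Doxycycline induced both beetle luciferases in TMD8 lymphoma cells; IKK-driven degradation limits the IkappaBalpha-fused green signal, while red luminescence normalises for cell number and nonspecific effects. Compounds tested up to 46 uM, 4 hrs.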
# * marks the source's active call; other numbers are inactive results; u = inconclusive; x = not tested or not shown; [ ] = dose if it differs, or a comment. Unless noted, the call rests on the fitted dose curve; in most records, active means well fitted curve in the direction sought with a large enough effect; inconclusive means small, poorly fitted or top-dose-only effect, or another doubt; inactive means no such curve, though single readings can be large; an effect the other way counts as inactive or inconclusive.
# Order of results – PTAP TSG101 blk	ELG1 repair inh	A-T KAP1 phos	Tb PFK inh	Eya2 phos inh	Integrin act MD	ASM inhibitor	TSHR antag	Mito fusion act	TCR activator	Chronic BCR inh
COC(=O)CSc1nccc(-c2cccs2)n1
 : -3%	5%	-3%	-6%	0%	-2%	0%	1	4%	12%	3%
CCOc1ccc(NC(=O)NNC(=O)c2ccc(CC)s2)cc1
 : -3%	21%	1%	-23%	-2%	9%	1%	5	-3%	1%	-4%
CCCN(Cc1nnc(-c2ccccc2Cl)o1)C(=O)c1cc2ccccc2o1
 : -8%	u	4%	-2%	-27%	-31%	0%	-9	20%	2%	-7%
Clc1ccc(-n2nnnc2SCc2cn3ccccc3n2)cc1
 : -1%	-2%	x	0%	-4%	-25%	0%	-1	2%	-3%	-1%
O=C(c1cc2ccccc2oc1=O)N(Cc1cccs1)Cc1ccccc1Cl
 : 4%	-16%	9%	0%	0%	-9%	-2%	-15	u	1%[46.1 µM]	0%
O=C(Cn1ncc2c1-c1ccccc1OC2)N1CCN(c2ccccn2)CC1
 : -11%	u	-5%	1%	2%	0%	0%	-11	-4%	5%[46.1 µM]	-1%
CC1CN(C(=O)COC(=O)c2ccc(S(=O)(=O)N(C)C)cc2)CC(C)O1 (stereo not given)
 : -4%	-14%	1%	-3%	9%	2%	5%	-1	1%	4%	-1%
COc1ccc(CNC(=O)C2CCN(S(=O)(=O)N3CCCCC3)CC2)c(OC)c1
 : 0%	10%	-3%	2%	6%	-27%	3%	-2	-8%	-3%	-1%
CSc1ccc(CN2CCCN(C)CC2)cc1
 : -4%	0%	-1%	-2%	-24%	-44%	-1%	-4	2%	3%	2%
CC(C)CC(=O)Nc1cccc(NC(=O)c2ccccc2Cl)c1
 : -3%	-8%	3%	-1%	-4%	-12%	1%	-2	-4%	5%[46.1 µM]	3%
CCN(CC)c1ccc(/C=N\NC(N)=O)cc1
 : -2%	u	-5%	-2%	-14%	-11%	51%[activator]	-8	-9%	0%[46.1 µM]	-12%
CCc1nnc(NC(=O)CCC(=O)NCC2CCCO2)s1 (stereo not given)
 : -1%	29%	-1%	23%	-13%	19%	5%	-1	0%	-1%	5%
Cc1ccc(-c2nc3ccccc3c(=O)n2-c2c(C)n(C)n(-c3ccccc3)c2=O)cc1
 : -2%	15%	0%	0%	-2%	-3%	-3%	0	3%	-11%	u
Cc1cc(Cl)c(S(=O)(=O)Nc2ccon2)cc1OCC(=O)NC1CCCCC1
 : 1%	-4%	2%	0%	-19%	-7%	-1%	-8	-1%	1%	11%
CCc1noc(C)c1C(=O)Nc1nc2c(F)cc(F)cc2s1
 : -4%	u	3%	0%	21%	-36%	-1%	-14	17%	-6%	u

# Going on with the list.
SMILES | PTAP TSG101 blk | ELG1 repair inh | A-T KAP1 phos | Tb PFK inh | Eya2 phos inh | Integrin act MD | ASM inhibitor | TSHR antag | Mito fusion act | TCR activator | Chronic BCR inh
CCOc1ccc(S(=O)(=O)NN=C2CCN(C(C)=O)CC2)cc1 | -5% | 10% | -1% | 3% | 11% | 13% | 5% | 2 | 12% | 11% | 3%
O=C(NC(Cc1ccccc1)C(=O)O)/C(=C/c1ccccc1)NC(=O)c1ccc(Br)o1 (stereo not given) | 1% | 4% | 6% | 1% | -12% | -23% | 1% | 28 | -16% | -1% | -10%
CN(C)c1cccc(C(=O)n2cc(C(=O)c3cc(F)ccc3O)cn2)c1 | -1% | u | 1% | -2% | 4% | -1% | -2% | -16 | -3% | 9% | -7%
O=C(O)CCN1C(=O)/C(=C2\C(=O)N(Cc3ccc(F)cc3)c3ccccc32)SC1=S | -10% | u | 5% | -3% | 0% | -3% | -12% | -2 | -5% | 4% | 0%
CCOC(=O)CC(=O)CSc1ccc2nnc(-c3ccccc3)n2n1 | -7% | -9% | 0% | -5% | -20% | -14% | 1% | 2 | 15% | 7% | -4%
COc1cc(/C=C/C(=O)OCC(=O)N2CCC(C)CC2)ccc1OCC#N | 0% | -8% | 23% | -4% | -1% | -1% | 1% | 29 | -9% | 1% | 4%
CCCN1CCN(S(=O)(=O)c2ccc3c(c2)OCCO3)CC1 | -2% | 7% | 5% | -1% | -3% | 11% | 5% | 6 | 15% | -4% | 0%
CCc1ccc(OCC(=O)c2c(O)c3ccccc3oc2=O)cc1 | -6% | 5% | 4% | 6% | -16% | 9% | 1% | 10 | -4% | 3% | u

# An excerpt from above in order of SMILES length, highest first.
SMILES | PTAP TSG101 blk | ELG1 repair inh | A-T KAP1 phos | Tb PFK inh | Eya2 phos inh | Integrin act MD | ASM inhibitor | TSHR antag | Mito fusion act | TCR activator | Chronic BCR inh
O=C(NC(Cc1ccccc1)C(=O)O)/C(=C/c1ccccc1)NC(=O)c1ccc(Br)o1 (stereo not given) | 1% | 4% | 6% | 1% | -12% | -23% | 1% | 28 | -16% | -1% | -10%
CCOC(=O)CC(=O)CSc1ccc2nnc(-c3ccccc3)n2n1 | -7% | -9% | 0% | -5% | -20% | -14% | 1% | 2 | 15% | 7% | -4%
CCCN1CCN(S(=O)(=O)c2ccc3c(c2)OCCO3)CC1 | -2% | 7% | 5% | -1% | -3% | 11% | 5% | 6 | 15% | -4% | 0%

# More results follow.
SMILES | PTAP TSG101 blk | ELG1 repair inh | A-T KAP1 phos | Tb PFK inh | Eya2 phos inh | Integrin act MD | ASM inhibitor | TSHR antag | Mito fusion act | TCR activator | Chronic BCR inh
O=C(COC(=O)c1cccs1)NCCN1C(=O)CSC1=O | -1% | 19% | -1% | -6% | 25% | -5% | 1% | 1 | -3% | 1% | -5%
O=C(/C=C/c1ccco1)NC(=S)Nc1cc(C(F)(F)F)ccc1N1CCOCC1 | -1% | 10% | -2% | 0% | -2% | -40% | u | -9 | -13% | 5%[46.1 µM] | 0%
COc1ccc(C(=O)Nc2cc(C)cc(C)c2)cc1S(=O)(=O)N1CCOCC1 | -8% | -4% | -1% | -2% | -4% | -17% | 0% | -1 | 2% | -6% | 0%
COc1ccc(SCCN2CC[C@@H](C)CCC2=O)cc1 | -5% | u | 10% | -3% | 1% | -27% | 0% | -9 | 8% | -10% | 1%
Cc1ccc(NNC(=S)Nc2ccc(C(C)C)cc2)c(C)c1 | -1% | 19% | 2% | 0% | -12% | -27% | -13% | 1 | 5% | 3%[46.1 µM] | u
COCCOc1ccc(C(F)(F)F)cc1NC(=O)COC(=O)Cc1c[nH]c2ccccc12 | -6% | 0% | 0% | 0% | u | -12% | -14% | 11 | 13% | 3% | u
O=C(O)/C=C/c1cccc2c1OCCO2 | -8% | -4% | -3% | -3% | 4% | 43% | 1% | 1 | -2% | -11% | u
O=C(COn1nnc2ccc(Cl)cc21)NC12CC3CC(CC(C3)C1)C2 | 0% | -10% | 1% | 5% | 17% | -16% | -5% | -10 | 11% | 2% | -1%
Cc1[nH]c2ccccc2c1-c1csc(NC(=O)CN2CCOCC2)n1 | -1% | 8% | 1% | 1% | 1% | u | -5% | 1 | -3% | 10% | 0%
CCOc1ccc(CC2S/C(=N/c3ccccn3)NC2=O)cc1 (stereo not given) | -3% | -7% | 2% | -5% | -1% | -29% | 4% | -2 | 10% | 4% | u
Cc1cnc(CNC(=O)c2ccc(OC3CCN(C(=O)C4CC4)CC3)cc2)cn1 | 2% | 9% | 0% | 0% | -7% | u | 1% | -6 | 2% | -4% | 3%
